Assay outcomes from PubChem.
Mcl1 Bid PPI: disrupts binding of human Mcl-1 to Bid peptide | hit rate 0.97% among 220,000 | inhibition, % at 21.7 µM | AID 1021 | TR-FRET Mcl-1/Bid-Dy647 peptide binding, 1536-well | Q07820;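 active = compounds that cut the binding signal by more than half at the single screening dose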;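 also: His-tagged Mcl-1 with europium anti-His antibody binding Bid BH3 peptide; 0% = Mcl-1 plus peptide wells and 100% = peptide-only wells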
Target sequence (Q07820 whole entry, looked up): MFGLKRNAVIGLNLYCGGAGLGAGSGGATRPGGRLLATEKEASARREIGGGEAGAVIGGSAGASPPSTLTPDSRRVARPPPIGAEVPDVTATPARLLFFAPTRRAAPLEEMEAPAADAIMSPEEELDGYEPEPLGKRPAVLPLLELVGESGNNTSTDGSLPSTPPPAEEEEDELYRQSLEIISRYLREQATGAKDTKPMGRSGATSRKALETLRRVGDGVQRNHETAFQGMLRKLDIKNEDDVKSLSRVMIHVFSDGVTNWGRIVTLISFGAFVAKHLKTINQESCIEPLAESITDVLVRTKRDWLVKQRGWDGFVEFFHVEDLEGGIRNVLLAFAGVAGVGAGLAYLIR
HRas wt GTP bind: human HRas wildtype GTP binding, change in either direction; GST-Ras wt beads, Bodipy-FL-GTP binding, flow cytometry; actives lie on both sides; GTP binding activity, % at 10 µM; hit rate 0.14% among 190,000;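 active = GTP binding activity at least 20% away from the 100% baseline, either lowered as inhibitor or raised as activator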;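 also: 0% = unlabeled GTP competition control and 100% = no-compound control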
Target sequence (P01112 whole entry, looked up): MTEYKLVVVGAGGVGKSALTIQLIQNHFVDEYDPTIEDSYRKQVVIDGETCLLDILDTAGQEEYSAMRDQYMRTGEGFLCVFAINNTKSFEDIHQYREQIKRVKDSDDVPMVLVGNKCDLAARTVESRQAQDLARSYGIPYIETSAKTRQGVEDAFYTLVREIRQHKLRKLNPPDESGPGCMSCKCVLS
Rab2A wt mod: changes GTP binding to wildtype dog Rab2A, up or down | P61105 | GST-Rab2 wt beads, Bodipy-GTP binding, flow cytometry | GTP binding activity, % at 10 µM | hit rate 0.19% among 190,000 | AID 760;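 active = GTP binding activity at least 20 points away from 100%, either lowered or raised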;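 also: 0% = beads with excess unlabeled GTP and 100% = no-compound control corrected for plate trend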
Pf gamet viab: P. falciparum stage V gametocyte viability inhibition. hit rate 0.065% among 150,000. P. falciparum stage V gametocytes, ATP luminescence, 24 h. inhibition, % at 10.9 µM;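 active = inhibition above the mean plus 3 SD of compounds within the control limits, set per campaign, cut at about 38% in these data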;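 also: 0% = DMSO wells and 100% = medium only without gametocytes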
Mcl1 Noxa PPI: disrupts binding of human Mcl-1 to Noxa peptide; TR-FRET Mcl-1/Noxa peptide binding, 2 h; inhibition, % at 21.7 µM; hit rate 1.5% among 220,000; AID 1022;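 active = compounds that cut the protein-peptide binding signal by more than 50% relative to plate controls in a single-dose test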;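 also: His-tagged Mcl-1 with rhodamine Noxa BH3 peptide and terbium anti-His antibody; 0% = Mcl-1 plus Noxa peptide wells and 100% = peptide-only wells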
GSH bead fluor: compound fluoresces at 488/530 nm on GSH beads; GSH beads flow cytometry, compound fluorescence 488/530 nm; stronger effect = higher value; fluorescence (KMESF) at 10 µM; hit rate 0.25% among 190,000; AID 1776; in the data active = fluorescence above about 89;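 also: glutathione beads carrying GST-tagged Bcl family fusion proteins plus one bare bead set; values are compound well signal with DMSO vehicle wells as background; inactives centre near 16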
Cdc42 wt: modulators (inhibitors or activators) of GTP binding to human Cdc42 wildtype; P60953; GST-Cdc42 beads, Bodipy-GTP binding, flow cytometry; actives lie on both sides; percent activity (GTP binding), % at 10 µM; hit rate 0.2% among 190,000; AID 761;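 active = percent activity GTP binding at least 20 points away from the 100% baseline, either down as inhibitor or up as activator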;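 also: median bead fluorescence of bound Bodipy-FL-GTP at 100 nM; 0% = excess unlabeled GTP control and 100% = no compound control; below 100% means less GTP binding so inhibitor and above means activator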
Target sequence (P60953 whole entry, looked up): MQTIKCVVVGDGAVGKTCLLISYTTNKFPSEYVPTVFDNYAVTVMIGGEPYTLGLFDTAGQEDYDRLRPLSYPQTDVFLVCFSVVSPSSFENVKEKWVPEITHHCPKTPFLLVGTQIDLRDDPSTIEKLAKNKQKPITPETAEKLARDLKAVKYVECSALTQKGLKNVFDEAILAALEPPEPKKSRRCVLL
Rab7 wt GTP bind: dog Rab7 wildtype GTP binding, inhibitors and activators | GTP binding activity (percent of control), % at 10 µM | hit rate 0.055% among 190,000 | GST-Rab7 beads, fluorescent GTP binding, flow cytometry; actives lie on both sides; untreated = 100%, excess cold GTP = 0%;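 active = fluorescent GTP binding to Rab7 beads changed by at least 20 points from the 100% baseline, either direction, mostly lower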;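 also: median green fluorescence of bound Bodipy-FL-GTP per Rab7 bead population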
Avidin fluor: avidin bead compound fluorescence profile. Avidin beads, compound fluorescence 488/530 nm, flow cytometry; stronger effect = higher value. hit rate 0.38% among 220,000. fluorescence (KMESF) at 10 µM. AID 1775; in the data active = fluorescence above about 47; also: inactives centre near 10
Rac1 wt GTP bind: modulators of human Rac1 wildtype GTP binding; hit rate 0.27% among 190,000; P63000; GST-Rac1 beads, fluorescent GTP binding, flow cytometry; actives lie on both sides; 0 = cold GTP competed, 100 = untreated; GTP binding activity (% of control), % at 10 µM;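 active = GTP binding activity at least 20 points away from the 100% control level, either lower or higher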
Rac1 mut GTP: human Rac1 activated mutant GTP binding change | P63000 | GST-Rac1 activated beads, fluorescent GTP binding, flow cytometry; actives lie on both sides; 100% means binding = to untreated wells | percent activity (GTP binding), % at 10 µM | hit rate 0.11% among 190,000 | AID 764;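 active = GTP binding at least 20 percentage points away from the 100% baseline, in either direction, so actives lie on both sides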
Active calls of the source: *.

`CC(C)OCCCNC(=O)CN1C(=O)/C(=C/c2ccccc2)Sc2ccccc21` gave Mcl1 Bid PPI -14, HRas wt GTP bind 98, Rab2A wt mod 96, Pf gamet viab 21, Mcl1 Noxa PPI 9, GSH bead fluor 21, Cdc42 wt 97, Rab7 wt GTP bind 97, Avidin fluor 14, Rac1 wt GTP bind 97 and Rac1 mut GTP 100.
Screening C=CCn1c(Cc2cccs2)nnc1SCC(=O)NCc1ccco1 returned Mcl1 Bid PPI -31, HRas wt GTP bind 102, Rab2A wt mod 102, Mcl1 Noxa PPI 2, GSH bead fluor 18, Cdc42 wt 101, Rab7 wt GTP bind 104, Avidin fluor 3, Rac1 wt GTP bind 104 and Rac1 mut GTP 100.
N#CCCN1CCN(CCC#N)CC1 was read as Mcl1 Bid PPI -10, HRas wt GTP bind 102, Rab2A wt mod 100, Mcl1 Noxa PPI -9, GSH bead fluor 11, Cdc42 wt 102, Rab7 wt GTP bind 100, Avidin fluor 22, Rac1 wt GTP bind 104 and Rac1 mut GTP 97.
Screening CC(C)(C)c1ccc(OC(=O)c2cccnc2)cc1 returned Mcl1 Bid PPI 6, HRas wt GTP bind 101, Rab2A wt mod 98, Pf gamet viab 10, Mcl1 Noxa PPI 15, GSH bead fluor 20, Cdc42 wt 102, Rab7 wt GTP bind 99, Avidin fluor 4, Rac1 wt GTP bind 103 and Rac1 mut GTP 99.
`COc1cc(C)c(NC(=O)C(=S)NCCc2ccccc2)cc1C` gave Mcl1 Bid PPI -22, HRas wt GTP bind 101, Rab2A wt mod 99, Pf gamet viab -1, Mcl1 Noxa PPI 20, GSH bead fluor 15, Cdc42 wt 94, Rab7 wt GTP bind 108, Avidin fluor 8, Rac1 wt GTP bind 96 and Rac1 mut GTP 96.
For Cc1cc(/C=N/NC(N)=O)c(C)n1-c1ccc(F)cc1 the results were Mcl1 Bid PPI -40, HRas wt GTP bind 100, Rab2A wt mod 99, Mcl1 Noxa PPI 3, GSH bead fluor 20, Cdc42 wt 101, Rab7 wt GTP bind 103, Avidin fluor 9, Rac1 wt GTP bind 102 and Rac1 mut GTP 97.
Screening CN(C)c1ccc(N/C=C/C(=O)C(C)(C)C)cc1 returned Mcl1 Bid PPI -13, HRas wt GTP bind 100, Rab2A wt mod 101, Pf gamet viab 11, Mcl1 Noxa PPI 40, GSH bead fluor 23, Cdc42 wt 103, Rab7 wt GTP bind 99, Avidin fluor 30, Rac1 wt GTP bind 106 and Rac1 mut GTP 99.
COCCNc1nc(=S)[nH]c2cc(OC)c(OC)cc12 was read as Mcl1 Bid PPI -31, HRas wt GTP bind 71*, Rab2A wt mod 69*, Mcl1 Noxa PPI 38, GSH bead fluor 5, Cdc42 wt 68*, Rab7 wt GTP bind 79*, Avidin fluor 10, Rac1 wt GTP bind 71* and Rac1 mut GTP 83.
COc1cccc2sc(N(CCCN(C)C)C(=O)COc3ccc(Cl)cc3)nc12 was read as Mcl1 Bid PPI -10, HRas wt GTP bind 99, Rab2A wt mod 99, Pf gamet viab 9, Mcl1 Noxa PPI 10, GSH bead fluor 12, Cdc42 wt 97, Rab7 wt GTP bind 102, Avidin fluor 10, Rac1 wt GTP bind 99 and Rac1 mut GTP 96.
For CCc1ccc2ncc(S(=O)(=O)c3ccc(C)c(C)c3)c(N3CCCC3)c2c1 the results were Mcl1 Bid PPI 1, HRas wt GTP bind 103, Rab2A wt mod 103, Mcl1 Noxa PPI -3, GSH bead fluor 30, Cdc42 wt 100, Rab7 wt GTP bind 102, Avidin fluor 23, Rac1 wt GTP bind 105 and Rac1 mut GTP 103.
Screening COc1ccccc1OCCCC(=O)Nc1ccc([N+](=O)[O-])cc1Br returned Mcl1 Bid PPI -2, HRas wt GTP bind 101, Rab2A wt mod 102, Pf gamet viab 9, Mcl1 Noxa PPI 4, GSH bead fluor 13, Cdc42 wt 99, Rab7 wt GTP bind 109, Avidin fluor 13, Rac1 wt GTP bind 102 and Rac1 mut GTP 93.
For CCCCOC(=O)C1=C(C)Nc2ncnn2C1c1cc(OC)c(OC)cc1OC (stereo not given) the results were Mcl1 Bid PPI -31, HRas wt GTP bind 103, Rab2A wt mod 103, Pf gamet viab -30, Mcl1 Noxa PPI 7, GSH bead fluor 30, Cdc42 wt 106, Rab7 wt GTP bind 102, Avidin fluor 15, Rac1 wt GTP bind 106 and Rac1 mut GTP 103.
`O=C(c1cnn2c(C(F)(F)F)cc(-c3ccco3)nc12)N1CCCc2ccccc21` gave Mcl1 Bid PPI -10, HRas wt GTP bind 98, Rab2A wt mod 97, Pf gamet viab -50, Mcl1 Noxa PPI 0, GSH bead fluor 10, Cdc42 wt 101, Rab7 wt GTP bind 96, Avidin fluor 21, Rac1 wt GTP bind 105 and Rac1 mut GTP 99.
Screening Cc1ccc2cc(C#N)c(SCc3nnc(-c4ccccc4[N+](=O)[O-])o3)nc2c1 returned Mcl1 Bid PPI -14, HRas wt GTP bind 99, Rab2A wt mod 101, Mcl1 Noxa PPI 0, GSH bead fluor 15, Cdc42 wt 101, Rab7 wt GTP bind 101, Avidin fluor 7, Rac1 wt GTP bind 102 and Rac1 mut GTP 100.
`c1ccc(-n2nc3ccccc3n2)cc1` gave Mcl1 Bid PPI 4, HRas wt GTP bind 102, Rab2A wt mod 102, Pf gamet viab 19, Mcl1 Noxa PPI -25, GSH bead fluor 29, Cdc42 wt 100, Rab7 wt GTP bind 99, Avidin fluor 6, Rac1 wt GTP bind 101 and Rac1 mut GTP 101.
For O=C1CC(N2CCN(c3ccccc3Cl)CC2)C(=O)N1c1ccccc1 (stereo not given) the results were Mcl1 Bid PPI -22, HRas wt GTP bind 102, Rab2A wt mod 102, Pf gamet viab 2, Mcl1 Noxa PPI 9, GSH bead fluor 12, Cdc42 wt 105, Rab7 wt GTP bind 102, Avidin fluor 9, Rac1 wt GTP bind 105 and Rac1 mut GTP 100.
Cc1nc2ccccc2n1-c1nc(-c2ccco2)cc(C(F)(F)F)n1 was read as Mcl1 Bid PPI -21, HRas wt GTP bind 100, Rab2A wt mod 101, Pf gamet viab 11, Mcl1 Noxa PPI 19, GSH bead fluor 33, Cdc42 wt 100, Rab7 wt GTP bind 103, Avidin fluor 6, Rac1 wt GTP bind 100 and Rac1 mut GTP 98.
`CN(C)CCNc1c(N)c(=O)oc2ccccc12` gave Mcl1 Bid PPI -27, HRas wt GTP bind 100, Rab2A wt mod 100, Pf gamet viab 0, Mcl1 Noxa PPI 23, GSH bead fluor 11, Cdc42 wt 101, Rab7 wt GTP bind 95, Avidin fluor 9, Rac1 wt GTP bind 98 and Rac1 mut GTP 99.
Screening O=C(COC(=O)Cc1ccc(Br)cc1)NCc1ccc(F)cc1 returned Mcl1 Bid PPI -24, HRas wt GTP bind 91, Rab2A wt mod 91, Mcl1 Noxa PPI -5, GSH bead fluor 14, Cdc42 wt 90, Rab7 wt GTP bind 97, Avidin fluor 9, Rac1 wt GTP bind 92 and Rac1 mut GTP 91.
CCOc1cccc(-c2nnc(SCC(=O)Nc3cccc(OC)c3)n2N)c1 was read as Mcl1 Bid PPI -4, HRas wt GTP bind 99, Rab2A wt mod 98, Pf gamet viab -12, Mcl1 Noxa PPI 2, GSH bead fluor 46, Cdc42 wt 100, Rab7 wt GTP bind 97, Avidin fluor 6, Rac1 wt GTP bind 101 and Rac1 mut GTP 98.
For Cc1ccccc1C(=O)NC(=S)NCCc1ccccc1 the results were Mcl1 Bid PPI -27, HRas wt GTP bind 101, Rab2A wt mod 99, Pf gamet viab -2, Mcl1 Noxa PPI 19, GSH bead fluor 6, Cdc42 wt 92, Rab7 wt GTP bind 101, Avidin fluor 2, Rac1 wt GTP bind 101 and Rac1 mut GTP 101.
For Cc1ccc2c(c1)N(CCC(=O)NCc1cccs1)C(=O)C(C)O2 (stereo not given) the results were Mcl1 Bid PPI 1, HRas wt GTP bind 103, Rab2A wt mod 104, Mcl1 Noxa PPI 4, GSH bead fluor 11, Cdc42 wt 106, Rab7 wt GTP bind 102, Avidin fluor 9, Rac1 wt GTP bind 110 and Rac1 mut GTP 101.
`Cc1[nH]c2ccc(F)cc2c1CCN(Cc1ccncc1)C(=S)Nc1cccc(F)c1` gave Mcl1 Bid PPI -27, HRas wt GTP bind 94, Rab2A wt mod 96, Mcl1 Noxa PPI 10, GSH bead fluor 63, Cdc42 wt 95, Rab7 wt GTP bind 98, Avidin fluor 12, Rac1 wt GTP bind 94 and Rac1 mut GTP 95.
Screening COc1ccc2nc(NC(=O)c3ccoc3C)sc2c1 returned Mcl1 Bid PPI -18, HRas wt GTP bind 99, Rab2A wt mod 89, Mcl1 Noxa PPI 10, GSH bead fluor 8, Cdc42 wt 98, Rab7 wt GTP bind 95, Avidin fluor 9, Rac1 wt GTP bind 104 and Rac1 mut GTP 97.
Screening Oc1ccc2ccccc2c1CN1CCN(c2ccccc2F)CC1 returned Mcl1 Bid PPI -2, HRas wt GTP bind 103, Rab2A wt mod 101, Mcl1 Noxa PPI 13, GSH bead fluor 24, Cdc42 wt 104, Rab7 wt GTP bind 103, Avidin fluor 8, Rac1 wt GTP bind 104 and Rac1 mut GTP 102.
Screening O=C(NCC1CCCO1)c1ccc2c(c1)C(=O)N(C1CCCCC1)C2=O (stereo not given) returned Mcl1 Bid PPI -21, HRas wt GTP bind 99, Rab2A wt mod 101, Mcl1 Noxa PPI -1, GSH bead fluor 28, Cdc42 wt 104, Rab7 wt GTP bind 98, Avidin fluor 17, Rac1 wt GTP bind 103 and Rac1 mut GTP 101.
For COc1cc(OC)c(C2=Nc3ccc(Br)cc3C(c3ccccc3)N2CC(=O)NN)cc1OC (stereo not given) the results were Mcl1 Bid PPI 3, HRas wt GTP bind 86, Rab2A wt mod 86, Pf gamet viab -6, Mcl1 Noxa PPI 15, GSH bead fluor 6, Cdc42 wt 88, Rab7 wt GTP bind 91, Avidin fluor 16, Rac1 wt GTP bind 85 and Rac1 mut GTP 88.
Screening O=C(CCNS(=O)(=O)c1cccs1)NCc1ccccc1 returned Mcl1 Bid PPI -4, HRas wt GTP bind 100, Rab2A wt mod 99, Mcl1 Noxa PPI 6, GSH bead fluor 62, Cdc42 wt 98, Rab7 wt GTP bind 100, Avidin fluor 7, Rac1 wt GTP bind 102 and Rac1 mut GTP 98.
CC1(C)Oc2ccc(/C=C/C(=O)N3CCOCC3)c(O)c2C(N2CCOCC2)C1O (stereo not given) was read as Mcl1 Bid PPI 2, HRas wt GTP bind 104, Rab2A wt mod 100, Mcl1 Noxa PPI 1, GSH bead fluor 11, Cdc42 wt 104, Rab7 wt GTP bind 101, Avidin fluor 5, Rac1 wt GTP bind 106 and Rac1 mut GTP 100.
